Bioassay records: PubChem BioAssay, National Center for Advancing Translational Sciences (NCATS)
GLP-1R inv ag: qHTS of GLP-1 Receptor Inverse Agonists (Inhibition Mode); Glucagon-like peptide 1 receptor (Homo sapiens), P43220; HEK293 GLP-1R CRE-luciferase, luminescence, 24 h; GLP-1R form is constitutively active; Potency, µM (top dose mostly 38.3 µM), for the others: top-dose activity change, negative = inhibition, usual class: inhibitors; hit rate 1.6% among 410,000; note: potency is the fitted concentration of half-maximal effect; % is set by controls: 0 for no effect and ±100 for the full control effect; nearly all actives have a fitted effect of over 55% in size
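Assay principle: reduced luminescence from a cAMP-responsive reporter in HEK293 cells co-expressing a constitutively active GLP-1R. Conditions: 24 hr compound incubation, 37 deg C, 5% CO2.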
PLK1 PBD inh: qHTS for Inhibitors of PLK1-PDB (polo-like kinase 1 - polo-box domain): Primary Screen. hit rate 2.8% among 360,000. Plk1 PBD binding of FITC phosphopeptide, fluorescence polarization. Potency, µM, for inactives: max response, negative = inhibition, actives largely listed as inhibitors. Serine/threonine-protein kinase PLK1 (Homo sapiens), P53350; note: potency is the fitted concentration of half-maximal effect; series mostly up to about 57 µM; % is set by controls: 0 for no effect and ±100 for the full control effect; nearly all actives have a fitted effect of over 65% in size
GLP1R cytotox: qHTS of GLP-1 Receptor Inverse Agonists: Cytotox Screen. HEK293 cAMP-luciferase reporter cells, luminescence, 24 h. Potency, µM (top dose mostly 38.3 µM), inactives show at the top dose activity change, negative = inhibition, hits mostly inhibitors. hit rate 0.13% among 410,000;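 note: loss of luciferase light is scored as toxicity; potency is the fitted concentration of half-maximal effect; % is set by controls: 0 for no effect and ±100 for the full control effect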
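Step one: seed cells (200 cells/uL, DMEM with 10% Nu serum, 1% pen-strep). Step two: 12-hour incubation at 37 deg C. Step three: pin 23 nL compound, incubate 24 hr. Step four: add luciferase reagent, read luminescence 12 min later.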
EPAC1 antagonist: qHTS for Antagonist of cAMP-regulated guanine nucleotide exchange factor 3 (EPAC1): primary screen. Potency, µM (doses to about 115 µM), inactives show top-dose activity change, negative = inhibition, actives largely listed as inhibitors. EPAC1 GEF assay, Rap1b-BODIPY-GDP exchange fluorescence. AID 720709, 2013. Rap guanine nucleotide exchange factor 3 (Homo sapiens), O95398. hit rate 0.14% among 360,000;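 note: potency is the fitted concentration of half-maximal effect; plate controls were vehicle for no effect and positive control for full effect; nearly all actives have a fitted effect of over 50% in size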
Target sequence (O95398 whole entry, looked up): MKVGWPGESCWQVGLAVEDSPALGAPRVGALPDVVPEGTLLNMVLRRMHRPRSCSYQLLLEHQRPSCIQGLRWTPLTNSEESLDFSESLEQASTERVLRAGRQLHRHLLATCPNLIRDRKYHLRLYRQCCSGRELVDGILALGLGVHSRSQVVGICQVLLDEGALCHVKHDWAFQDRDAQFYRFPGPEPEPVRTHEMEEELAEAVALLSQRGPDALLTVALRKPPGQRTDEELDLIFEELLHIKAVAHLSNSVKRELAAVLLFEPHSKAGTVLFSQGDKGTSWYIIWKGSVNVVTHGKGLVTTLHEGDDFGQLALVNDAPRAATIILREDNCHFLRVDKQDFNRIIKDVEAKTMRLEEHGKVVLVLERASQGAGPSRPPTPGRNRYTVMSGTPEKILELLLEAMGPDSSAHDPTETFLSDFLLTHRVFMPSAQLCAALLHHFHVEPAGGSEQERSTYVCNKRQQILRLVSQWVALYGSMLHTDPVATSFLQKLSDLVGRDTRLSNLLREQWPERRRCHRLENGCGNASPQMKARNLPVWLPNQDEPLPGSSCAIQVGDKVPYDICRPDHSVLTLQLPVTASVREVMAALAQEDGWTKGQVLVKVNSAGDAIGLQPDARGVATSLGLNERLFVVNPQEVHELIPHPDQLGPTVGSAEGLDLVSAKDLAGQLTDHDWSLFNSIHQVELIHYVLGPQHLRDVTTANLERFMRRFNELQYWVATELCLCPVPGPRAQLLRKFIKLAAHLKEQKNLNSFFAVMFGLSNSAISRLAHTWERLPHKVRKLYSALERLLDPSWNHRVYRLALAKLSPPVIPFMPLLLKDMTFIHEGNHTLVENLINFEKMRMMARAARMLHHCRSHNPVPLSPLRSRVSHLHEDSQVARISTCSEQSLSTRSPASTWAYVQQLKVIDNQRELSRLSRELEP
GLP-1R agonist: qHTS of GLP-1 Receptor Agonists; Glucagon-like peptide 1 receptor (Homo sapiens), P43220; HEK293 GLP-1R CRE-luciferase, luminescence, 4-6 h; cells express a hypersensitive GLP-1R form; Potency, µM (series often up to 45.6 µM), without a hit: at the top dose activation, actives largely listed as activators; hit rate 0.007% among 380,000; note: potency is the fitted concentration of half-maximal effect; % of control where 0% means no effect
PTHR1 ag: qHTS for PTHR1 Agonists: Primary Screen. HEK293 GP2 PTHR1 cells, GloSensor cAMP luminescence, 1 h. Potency, µM (highest dose often 115 µM), without a hit: at the top dose activation, actives largely listed as activators. hit rate 0.075% among 410,000. AID 743266, 2014; note: potency is the fitted concentration of half-maximal effect; nearly all actives have a fitted effect of over 55% in size; some results filed as inactive show a strong effect at the top dose; inactives centre near -15; many of its hits are not listed in these tables
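HEK-293-derived GP2 cells expressing PTHR1 and a GloSensor cAMP reporter, 3,000/well, plated overnight, given luciferin plus IBMX (each 0.5 mM as added) for 1 h at 37 °C, then compound for 1 h at 37 °C. Luminescence was read after 15 min at room temperature.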
PI5P4Ka inh: qHTS for Inhibitors of phosphatidylinositol 5-phosphate 4-kinase (PI5P4K). Phosphatidylinositol 5-phosphate 4-kinase type-2 alpha (Homo sapiens), P48426. PI5P4Kalpha enzyme, ADP-Glo luminescence, 60 min; hits give low values. max response, %. hit rate 1.2% among 330,000. AID 652105, 2013; active = max response of -50% or lower; inconclusive = between -30% and -50%; inactive = -30% or higher; note: value at the top dose of about 77 µM; % is set by controls: 0 for no effect and ±100 for the full control effect
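Compounds were pin-transferred onto PI5P4Kalpha and substrate in HEPES pH 7.4 buffer with EGTA, CHAPS and 5% DMSO. ATP (5 microM final) started the reaction, which ran 60 minutes at room temperature before ADP-Glo detection.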
EPAC1 agonist: qHTS for Agonist of cAMP-regulated guanine nucleotide exchange factor 3 (EPAC1): primary screen. hit rate 0.073% among 360,000. AID 720707, 2013. EPAC1 agonist qHTS, biochemical assay; response scale: 100% = response to 6.5 mM cAMP. Potency, µM (series often up to 154 µM), without a hit: at the highest dose activation, hits mostly activators. Rap guanine nucleotide exchange factor 3 (Homo sapiens), O95398; note: potency is the fitted concentration of half-maximal effect; nearly all actives have a fitted effect of over 60% in size
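Fluorescent GDP-exchange assay: 100 nM EPAC1 with 250 nM Rap1B preloaded with BODIPY-GDP and 50 uM GDP; compounds tested as concentration series, 5 min at room temperature, then read every 5 min for 30 min (ex 480/em 540 nm); normalized to 6.5 mM cAMP.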
IL-2 act: qHTS of IL-2 Activators | IL-2 activation reporter assay, cell-based qHTS; stimulated with anti-CD3/CD4/CD28 beads; in transgenic mouse T cells | activation, % (series mostly up to about 46 µM) | hit rate 0.065% among 360,000 | AID 652025, 2013; in the data active = activation above about 50%; inconclusive = mostly about 30% to 49%; note: 0% is about no effect
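Screening format: compound pinned onto unstimulated transgenic mouse T cells, 60 min incubation, then anti-CD3/anti-CD4/anti-CD28 bead stimulation for 18 hours at 37 degrees C, followed by EGFP and DsRed detection.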
* hit, by the source's call; i = inactive; ? = inconclusive; / = no result given; & = joins results of further samples; [ ] = dose if it differs, or a comment. Unless noted, calls come from the whole dose curve; as a rule, active = well fitted curve in the direction sought with a large enough effect; inconclusive = small, poorly fitted or top-dose-only effect, or another doubt; inactive = no such curve, though single readings can be large; an effect the other way counts as inactive or inconclusive. Not all compounds are listed. The share of hits here may be higher or lower than overall.

Every second line gives: GLP-1R inv ag	PLK1 PBD inh	GLP1R cytotox	EPAC1 antagonist	GLP-1R agonist	PTHR1 ag	PI5P4Ka inh	EPAC1 agonist	IL-2 act
CCN1CCCC1CNC(=O)CS(=O)(=O)Cc1nc(-c2ccccc2C)oc1C (stereo not drawn)
→ ?	-1%	2%	-7%	2%	-4%	10	13%	-2.4
O=S1(=O)CC/C(=N/Nc2ccc(C(F)(F)F)cn2)c2cc(F)ccc21
→ -1%	-8%	-3%	-11%	13%	-4%	0	-13%	-2.7
CCC(C(=O)Nc1cc(Cl)ccc1OC)c1ccccc1 (stereo not drawn)
→ ?	-4%	8%	-18%	-6%	-41%[inhibitor]	13	3%	-3.1
Cc1nc2ccccn2c1-c1ccnc(SCc2ccc(Cl)cc2)n1
→ -5%	2%	0%	-11%	19%	i	-1	8%	-1.0
COc1ccccc1OCC(=O)Nc1ccc(-c2nnc(-c3ccco3)o2)cc1
→ 6%[0.307 µM]	-20%	4%[0.307 µM]	-13%	-6%	-9%	-10	11%	0.0
CCCn1c(SCC(=O)N2CCN(c3ccc(OC)cc3)CC2)nc2c1c(=O)n(C)c(=O)n2C
→ -8%	-10%	-10%	9%	7%	14%[57.5 µM]	/	5%	-3.4
Cc1ccc(N(C)C(=O)c2cc(S(=O)(=O)N3CCCC3)cn2C)cc1
→ -2%	-14%	-2%	-6%	8%	i	-6	-5%	-3.3
O=C(CSc1c[nH]c2ccccc12)NCc1ccc2c(c1)OCO2
→ -5%	-4%	2%	-13%	-4%	-52%[inhibitor]	6	-2%	0.3
COc1ccc(Br)cc1CNc1ccc(S(N)(=O)=O)cc1
→ 42%[activator]	-12%	-3%	-20%	11%	i	-5	10%	0.0
CC(C)Oc1cc(C(=O)N2CCC(N3CCCCC3)CC2)ccc1Nc1nnc(Cl)c(Nc2ccccc2S(C)(=O)=O)n1
→ 19%	-2%	-8%	-10%	6%	-19%	-3	7%	-0.4
COc1ccccc1CN1CCNC(=O)C1CC(=O)N(C)CC1CCOCC1 (stereo not drawn)
→ -6%	-4%	7%	-18%	5%	-14%	11	20%	-0.7
COc1ccccc1C1(CC(=O)N2CCOCC2)CCOC(C(C)C)C1 (stereo not drawn)
→ 0%	?	-4%	-3%	-3%	i	-2	-5%	0.4
O=C(c1ccco1)N1CCN(C2CN(C3CCCCC3)S(=O)(=O)C2)CC1 (stereo not drawn)
→ 8%	-3%	1%	16%	9%	-20%	1	14%	2.5
CCOc1ccccc1C1C(C(N)=O)=C(C)Nc2nc(-c3ccc(OC)cc3)nn21 (stereo not drawn)
→ 6%	-5%	-1%	-4%	6%	i	-1	9%	-2.4
O=C(COC(=O)C1CC(=O)N(c2ccccc2)C1)c1ccccc1 (stereo not drawn)
→ 0%	-16%	1%	-9%	0%	13%	-20	4%	-3.3

The list goes on; the last 2 above are carried over.
Every second line gives: GLP-1R inv ag	PLK1 PBD inh	GLP1R cytotox	EPAC1 antagonist	GLP-1R agonist	PTHR1 ag	PI5P4Ka inh	EPAC1 agonist	IL-2 act
CCOc1ccccc1C1C(C(N)=O)=C(C)Nc2nc(-c3ccc(OC)cc3)nn21 (stereo not drawn)
→ 6%	-5%	-1%	-4%	6%	i	-1	9%	-2.4
O=C(COC(=O)C1CC(=O)N(c2ccccc2)C1)c1ccccc1 (stereo not drawn)
→ 0%	-16%	1%	-9%	0%	13%	-20	4%	-3.3
Cc1ccc(-c2cnc(C(O)c3cc(Cl)cc(Cl)c3)[nH]2)cc1 (stereo not drawn)
→ ?	6%	6%	-9%	1%	i	17	-6%	-0.6
Cc1nnc(SC2CC(=O)N(c3ccccc3)C2=O)s1 (stereo not drawn)
→ 2%	?	-5%	13%	-8%	i	-3	3%	-0.6
Cn1c(SCC(=O)Nc2ccccc2)nc(O)cc1=O
→ 0%	-7%	2%	11%	-3%	i	/	-6%	-0.6
Cc1cccc(OCC(=O)Nc2sc3c(c2C#N)CCC3)c1
→ 18%	-6%	-11%	14%	0%	0%	/	7%	-0.7
COC(=O)c1cccc(NC(=O)CN2C(=O)C3CCCCC3C2=O)c1 (stereo not drawn)
→ -15%	-18%	7%	-2%	7%	24%	1	1%	0.1
COC(=O)c1c(N)n(CCCN2CCOCC2)c2nc3ccccc3nc12
→ 35%[activator]	1%	322%[activator]	3%	-8%	-18%	-1	-3%	1.9
COc1ccc(C2(CNC(=O)c3ccc(C)cc3)CCOCC2)cc1
→ 15%	-9%	6%	-28%	1%	i	5	6%	0.9
NC(=O)c1ccccc1Nc1nc(NCCO)nc(N2CCCC2)n1
→ /	/	/	11%	6%	-22%	/	-19%	-0.3
CC(C)(C)C(=O)N=C1SC2CS(=O)(=O)CC2N1c1ccc2c(c1)OCO2 (stereo not drawn)
→ 0%	-3%	-32%	-15%	-9%	-12%[57.5 µM]	/	2%	5.1
Cc1cc(=O)oc2c1ccc1oc(/C(=N/O)c3ccccc3)c(C)c12
→ ?	-8%	?	-7%	-25%	i	-7	0%	-1.6
Cc1nc2ccccc2c(=O)n1Nc1cccc(Cl)c1
→ ?	-2%	6%	-2%	2%	-8%	0	2%	1.4
CCOC(=O)c1cc(-c2ccc(OC)cc2)n[nH]1
→ 10%	-7%	-3%	-8%	5%	i	-6	7%	0.0
O=C1C(Cc2ccccc2O)NC(=S)N1c1ccccc1 (stereo not drawn)
→ 5%	-11%	-7%	7%	7%	i	-4	8%	-1.1
O=S1(=O)C=CC(N2CCOCC2)C1 (stereo not drawn)
→ 2%	-2%	-9%	-1%	-2%	i	-7	12%	-0.6
Cc1ccc(S(=O)(=O)N2CCC(C(=O)N[C@@H](C)C(=O)NCC3CCCO3)CC2)cc1 (stereo partly drawn)
→ -4%	0%	9%	8%	-5%	i	/	12%	-1.2
O=C(Nc1ccccc1)c1nc[nH]c1C(=O)NCCN(CCNC(=O)c1[nH]cnc1C(=O)Nc1ccccc1)CCNC(=O)c1[nH]cnc1C(=O)Nc1ccccc1
→ -20%	-17%	5%	-10%	-3%	-4%	-8	-6%	-0.5
Cc1ccc(OC(C)C(=O)N2CCc3ccccc32)cc1 (stereo not drawn)
→ -20%	-9%	79%[activator]	-24%	-3%	i	4	10%	-1.6
COc1ccccc1C(=O)NNC(=O)c1ccc(NC(=O)CC(C)C)cc1
→ 6%	1%	4%	-4%	0%	i	-3	-9%	-2.1
O=C(NC(c1ccc(Cl)cc1)c1ccsc1)C1CCN(Cc2cccc(C(F)(F)F)c2)CC1 (stereo not drawn)
→ ?	-2%	3%	-7%	-3%	-6%	12	-21%	-0.7
Cc1cc(C)c(C)c(S(=O)(=O)N2CCC(C(=O)N3CCCC3)CC2)c1C
→ -17%	-11%	3%	10%	-8%	23%	3	-7%	0.4
Cc1cccc(C(=O)NC(=S)NNC(=O)c2cccs2)c1
→ 15%	-11%	-4%	-13%	-1%	-23%	?	1%	0.8
O=C(c1nc2ccccn2c1CN1CCN(c2ccccc2O)CC1)N1CCCC1
→ -5%	0%	3%	-13%	5%	-10%	4	7%	1.4
COc1ccc(CN(C)CC(O)COc2ccc(C(=O)c3ccccc3)cc2)c(OC)c1OC (stereo not drawn)
→ ?	-14%	?	-23%	11%	i	11	-2%	-0.5
Cc1nc2n(n1)CC(O)CS2 (stereo not drawn)
→ 2%	-10%	0%	-5%	4%	i	-4	9%	-0.2
COc1ccc(-c2ccc(OC)c([C@H]3[C@H]4C=CC[C@@H](C)[C@@H]4C(=O)N3Cc3ccccc3)c2)cc1
→ -3%	-1%	14%	-11%	-3%	-14%	3	6%	2.7
O=C(c1ccccc1)c1ccccc1
→ -6%	-1%	-11%	12%	4%&3%	-21%	-8	10%	2.5
CC(C)C[C@@H](COCc1cccc(Cl)c1)N1CCN(C(=O)c2cccc(C(F)(F)F)c2)CCC1=O
→ ?	-12%	-9%	?	10%	-58%	2	-16%	-1.2
O=C(COC(=O)Cc1ccc(Br)cc1)Nc1ccc(Cl)cn1
→ 8%	1%	-12%	-11%	9%	-28%	8	2%	1.5
C[C@@]12CCC3[C@@](CC[C@@H]4[C@](C)(C(=O)O)CCC[C@@]34C)(C[C@H]1O)C2 (stereo partly drawn)
→ -12%	0%	-29%	-24%	3%	i	13	16%	-0.1
Cc1cnc(C(=O)OCC(=O)c2ccc(F)cc2)cn1
→ -1%	-6%	-19%	-8%	-2%	-7%	-1	-3%	-2.7
COc1ccc(/C=C/C(=O)c2ccc(OC)cc2OC)cc1
→ ?	3%	-25%	-20%	5%&2%	-45%[inhibitor]	5	3%	-0.6
Cn1cc(S(=O)(=O)N2CCCC2)cc1C(=O)NCc1ccccc1Cl
→ -3%	-13%	0%	-17%	1%	-45%[inhibitor]	8	-13%	-1.9
CCc1ccccc1NC(=O)CN(C)C(=O)Cn1ncc(Cl)c(Cl)c1=O
→ ?	-9%	?	-1%	-41%[inhibitor]	-8%	-6	-2%	-0.4
Nc1nc(SCC(=O)Nc2ccc(Cl)c(S(=O)(=O)N3CCOCC3)c2)n[nH]1
→ 11%	-7%	-18%	-2%	9%	i	0	5%	0.0
COc1cccc(-c2cc(C(=O)N3CCCc4ccccc43)no2)c1
→ -26%	-4%	3%	9%	13%	i	/	15%	-2.6
CC1(C)Cc2c(cnn2-c2ccc(F)cc2)C(NC(=O)CN2CCCC2=O)C1 (stereo not drawn)
→ -8%	-2%	-6%	3%	-1%	i	2	8%	-2.4
